# dFosB act: enhances mouse delta FosB homodimer DNA binding; purified delta FosB, TAMRA-CDK5 oligo fluorescence polarization; percent of positive-control signal above neutral wells; activation, % at 25 µM; 340,000 tested, 0.99% active; AID 493131;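 active = mean activation above about 17%, with every replicate also reaching it, limit read from the data, passing the limit was not always enough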;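 note: fluorescence polarization rise as delta FosB binds a TAMRA Cdk5 AP-1 oligo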
# Target sequence (P13346 whole entry, looked up): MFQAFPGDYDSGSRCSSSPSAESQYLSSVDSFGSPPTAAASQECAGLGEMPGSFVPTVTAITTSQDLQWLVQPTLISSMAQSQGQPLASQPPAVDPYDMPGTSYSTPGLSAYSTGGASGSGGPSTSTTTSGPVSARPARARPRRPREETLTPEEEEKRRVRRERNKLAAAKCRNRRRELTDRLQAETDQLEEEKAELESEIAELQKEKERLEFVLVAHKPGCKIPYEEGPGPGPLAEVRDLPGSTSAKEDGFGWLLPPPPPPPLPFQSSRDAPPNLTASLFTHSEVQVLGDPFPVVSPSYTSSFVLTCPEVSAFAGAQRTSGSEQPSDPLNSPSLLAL
# MITF act: activators of MITF-driven TRPM1 promoter activity in SK-MEL-5 cells. SK-MEL-5 TRPM1-promoter luciferase, 24 h; % of positive control, neutral wells = 0. activation, % at 12.5 µM. 300,000 tested, 0.75% active;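 active = mean activation of at least 80% with every replicate also reaching 80%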;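 note: 0% = neutral control wells and 100% = parthenolide positive control wells; values of inactives mirror those of a sister screen read the other way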
# CDK5 p35 inh: CDK5/p35 (human) kinase inhibition; 330,000 tested, 0.01% active; inhibition, % at 10 µM; Recombinant CDK5/p35, ADP-Glo luminescence, 60 min; Q00535+Q15078;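 active = highest replicate inhibition of at least 50% and at least 75% of replicates reaching 50%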;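 note: plate controls were DMSO neutral control for no effect and GW8510 at 10 µM for full effect; many of its hits are not listed in these tables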
# Target sequence (Q00535 whole entry, looked up): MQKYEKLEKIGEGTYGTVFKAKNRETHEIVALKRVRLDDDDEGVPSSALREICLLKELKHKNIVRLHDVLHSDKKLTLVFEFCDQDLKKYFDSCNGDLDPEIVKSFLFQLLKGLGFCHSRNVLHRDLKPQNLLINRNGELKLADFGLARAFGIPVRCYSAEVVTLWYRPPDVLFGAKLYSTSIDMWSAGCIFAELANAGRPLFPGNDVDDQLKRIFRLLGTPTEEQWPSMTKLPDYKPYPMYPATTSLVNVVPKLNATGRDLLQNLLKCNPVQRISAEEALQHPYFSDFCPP
# Target sequence (Q15078 whole entry, looked up): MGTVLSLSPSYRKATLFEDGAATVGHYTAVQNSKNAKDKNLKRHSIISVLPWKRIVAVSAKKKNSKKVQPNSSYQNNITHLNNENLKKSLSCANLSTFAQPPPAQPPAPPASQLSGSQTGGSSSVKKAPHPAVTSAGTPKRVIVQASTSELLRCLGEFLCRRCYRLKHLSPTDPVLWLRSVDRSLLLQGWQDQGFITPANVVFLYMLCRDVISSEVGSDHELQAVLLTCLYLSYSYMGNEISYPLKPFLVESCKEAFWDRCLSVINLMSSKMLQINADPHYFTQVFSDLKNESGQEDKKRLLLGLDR
# HTR5A inv ag: inverse agonist of human HTR5A in OPRM1-OPRD1 counter-screen. P47898. HTR5A cell line, luminescence, inverse agonism. inhibition, % at 9.3 µM. 340,000 tested, 0.083% active; in the data active = inhibition mostly above about 23%, no sharp cut-off; inactive = mostly below about 18%;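 note: 0% = cells with DMSO and 100% = no-cell wells with DMSO; some compounds called inactive have numbers as strong as hits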
# NSD2 inh: NSD2 (human) methyltransferase inhibition; O96028; NSD2 peptide methylation, AlphaScreen, 120 min; inhibition, % at 12.5 µM; 310,000 tested, 0.54% active; AID 743445; in the data active = inhibition above about 50%
# HTR5A ag: HTR5A agonism, opioid heterodimer counter-screen. HTR5A agonist assay, luminescence, cell-based. activation, % at 9.3 µM. 340,000 tested, 0.61% active; in the data active = activation mostly above about 9.5%, no sharp cut-off; inactive = mostly below about 7.6%;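 note: 0% = cells with vehicle only and 100% = reference agonist; strong numbers were not always called active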
# PvdQ acylase: blocks Pseudomonas aeruginosa PvdQ acylase activity; purified PvdQ acylase, fluorescence plate reader; inhibition, % at 10 µM; 340,000 tested, 0.063% active; AID 488965; in the data active = inhibition above about 30%, passing the limit was not always enough;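 note: 0% = vehicle neutral wells and 100% = reference inhibitor wells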
# V-ATPase pH: alters yeast V-ATPase proton transport. S. cerevisiae, pHLuorin cytosolic pH fluorescence. response, % at 10 µM. 350,000 tested, 0.37% active; in the data active = response mostly above about 7.3%, no sharp cut-off; inactive = mostly below about 5.4%; note: actives read high; inactives centre near 0; some compounds called inactive have numbers as strong as hits; reference of the scale not given here
# SR-BI DiI inh: mouse SR-BI HDL lipid transfer inhibition | ldlA[mSR-BI] CHO cells, DiI-HDL uptake fluorescence, 3 h | inhibition, % at 12.5 µM | 320,000 tested, 0.96% active | AID 488896;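 active = mean replicate inhibition of at least 70% and a set share of replicates each scoring 70 or more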;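 note: 0% = median of neutral control wells and 100% = median of positive control wells; values of inactives mirror those of a sister screen read the other way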
# Wnt bcat act: Wnt/beta-catenin pathway activation; Wnt/beta-catenin reporter cell assay, activator, plate reader; activation, % at 9.35 µM; 300,000 tested, 1.2% active; AID 743398; in the data active = activation above about 30%, passing the limit was not always enough;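 note: 0% = neutral control wells and 100% = positive control wells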
# Numbers without * were called inactive; . = not tested or not shown.
SMILES,dFosB act,MITF act,CDK5 p35 inh,HTR5A inv ag,NSD2 inh,HTR5A ag,PvdQ acylase,V-ATPase pH,SR-BI DiI inh,Wnt bcat act
Cc1ccc(NC(=O)Cn2nnc3ccccc3c2=O)cc1,-6,-2,-1.9,57,-6,-2,-7,1,0,3
CC(C)N(C(=O)COC(=O)CNS(=O)(=O)c1ccccc1F)c1ccccc1,5,-11,-1.6,-20,-4,7,-4,-2,-27,-1
Cc1cc(C)n(C(=O)/C(C#N)=C/N(C)C)n1,1,-9,-1.3,12,-1,-4,1,-4,-13,0
CNC(=O)c1ccsc1NC(=O)c1ccc(S(=O)(=O)N2CCOCC2)cc1,-28,-1,1.0,-3,3,0,-17,5,-4,-5
O=C(C(=O)N1CCN(c2ccccc2F)CC1)c1c[nH]c2ccccc12,-9,-1,-3.0,19,-3,3,-6,-2,11,1
COc1ccccc1NC(=O)C1=C(C)NC(=O)NC1c1ccc(C)cc1 (centres undefined),-6,.,-0.7,22,.,-7,-5,-7,3,-3
Cc1cc(F)ccc1S(=O)(=O)N1CCCOC1CNC(=O)C(=O)NCC(C)C (centres undefined),2,7,-1.4,-13,0,5,-8,-1,-3,0
NC(=O)c1ccsc1NC(=O)C1CCN(S(=O)(=O)c2cccs2)CC1,-8,17,-1.2,-1,0,-2,-4,1,5,2
O=C(NCc1cc(C(F)(F)F)cc(C(F)(F)F)c1)C1CC(c2ccc(C(F)(F)F)cc2)=NO1 (centres undefined),-6,-8,0.4,-26,.,4,-7,1,5,5
CSc1nc(=O)n2cccc(C)c2n1,4,3,-2.5,-10,-1,2,-13,1,-17,.
CCN(CC)S(=O)(=O)c1cccc(NC(=O)CC2CCCC2)c1,-5,-10,-1.0,-14,-3,-2,1,4,.,-2
NC(=O)c1ccccc1OCC(=O)O,7,-1,-0.9,9,4,-4,1,2,-1,.
FC(F)(F)c1ccc(C2[C@H]3CN(Cc4cccnc4)[C@H](c4ccccc4)C34CC2(c2cccnc2)C4)cc1 (some centres undefined),2,0,-1.4,-5,.,-1,-3,-1,-50,-9
COc1cccc(OCC(O)CN2CCOCC2)c1 (centres undefined),-5,-2,2.5,0,4,-2,-10,0,-17,.
O=C(CSc1nnc(-c2cccs2)o1)N1CCCCC1,-3,72,-1.0,-12,.,4,3,-2,-27,27
CSc1ncc(Cl)c(C(=O)C(C#N)c2nc3c(C)cc(C)cc3c(=O)[nH]2)n1 (centres undefined),-12,1,0.9,-11,13,-1,6,-5,-29,0
O=C(CSc1nc(-c2cccs2)cc(C(F)(F)F)n1)NCc1ccccc1,22*,-8,-0.6,-14,-11,4,-5,4,-4,.
Nn1c(SCC(=O)Nc2nccs2)nnc1-c1ccco1,-2,9,2.4,-5,1,2,3,0,-12,2
CCC1CCCCN1c1nc(-c2ccncc2)nc2ccccc12 (centres undefined),-9,7,4.1,7,2,0,7,3,14,.
CCOc1ccccc1NC(=O)c1cc(S(=O)(=O)N2CCN(CC)CC2)ccc1Cl,-7,10,0.7,4,1,-1,-7,4,28,-1
C=CCOc1ccccc1CNCCCN1CCOCC1,3,14,-0.6,-17,0,-1,-9,-1,16,.
O=C(NCc1nnc(SCC(=O)N2CCN(c3ccccc3)CC2)o1)c1c(F)cccc1Cl,-10,.,0.6,0,.,-4,-5,4,24,-3
O=C(CCn1c(=O)oc2ccccc21)Nc1nc2ccccc2s1,-8,24,-0.9,-13,.,-1,4,-3,-2,4
Cc1cc2cc(C(=O)N3CCc4c([nH]c5ccccc45)C3c3ccccn3)ccc2o1 (centres undefined),-10,-3,-0.2,-11,6,4,-7,-1,-28,4
O=C(c1ccc2noc(-c3ccccc3)c2c1)N1CCN(c2ccccc2)CC1,-12,8,-0.3,-21,1,4,-11,3,15,-4
C=CCNC(=S)Nc1ccc(C)cc1[N+](=O)[O-],-1,-4,-2.4,10,-3,-4,-6,-1,-7,-3
Cc1ccc(S(=O)(=O)N(C)C)cc1NC(=O)c1n[nH]c(=O)c2ccccc12,-3,2,-0.9,-22,.,1,9,-1,.,4
CC(C)NC(=O)CSc1ccccc1C(=O)N1CCN(S(=O)(=O)/C=C/c2ccccc2)CC1,-5,3,0.7,-3,1,7,-11,2,-15,13
O=C1CSC(c2ccc(Cl)cc2)N1c1cccnc1 (centres undefined),1,-5,0.4,-8,.,-1,-15,0,-2,-1
O=C(C1CC1)N1CCCN(C(=O)C2CC2)CC1,5,-4,2.2,-3,1,1,-4,-5,-17,-1
COC(=O)c1ccc(NC(=O)COc2coc(CN3CCc4ccccc43)cc2=O)cc1,-9,4,1.5,0,2,0,-16,-3,0,-2
CCOc1ccc(N(CC(=O)OC)S(=O)(=O)c2ccc(OC)c(OC)c2)cc1,2,-3,1.6,14,-1,-5,1,-2,-5,.
COCCNC(=O)c1cccc(OC2CCN(Cc3ccc(C(C)C)cc3)CC2)c1,-10,2,0.4,2,3,5,-4,1,0,-1
Cc1ccc(-n2c(-c3ccccc3)n[nH]c2=S)c(C)c1,-6,.,1.2,6,-1,-2,-9,1,19,0
O=C(NCC1CCNCC1)c1ccncc1,-8,-13,0.4,11,5,-4,-10,-3,-30,-1
Cc1c(CN2CCC(CO)(CCOc3ccccc3)CC2)[nH]c2ccc(Cl)cc12,7,-5,-1.1,-19,-2,8,2,3,28,4
O=C(CSc1ccc(Cl)cc1)N1CCN(c2ncc(C(F)(F)F)cc2Cl)CC1,-16,-2,0.8,-11,1,4,-7,2,5,-6
Cc1ccc(N/C(=C\C(=O)c2ccccc2)C(=O)O)cc1,0,13,-0.4,7,3,-3,-5,5,-1,26
Cn1c(=O)c2c(nc(OCc3ccc4c(c3)OCO4)n2Cc2ccccc2Cl)n(C)c1=O,-8,1,1.2,-7,-2,3,-13,0,3,-1
COc1ccc(N(CC(=O)NCc2cccnc2)S(=O)(=O)c2c(C)nn(C)c2C)cc1,-3,.,-0.4,1,.,0,-6,-2,-37,-1
COc1cc(C)c(C)cc1S(=O)(=O)N1CCCc2ccccc21,-4,.,5.2,-2,12,1,1,6,3,13
OCCN1CCN(Cc2ccc3ccccc3c2)CC1,13,-11,0.2,2,-1,-1,-17,-1,-16,2
OCC1(Cc2ccccc2)CCN(C2CCN(c3ccccc3F)CC2)CC1,-11,-13,-2.3,32,-1,0,-14,4,-8,-1
O=C(Nc1ccccc1-c1nnn(CC(=O)N2CCc3ccccc3C2)n1)C1CCC1,-3,-3,-1.2,-10,-4,3,-22,6,55,-2
Cc1cc(N2CCOCC2)nc2ccc(NC(=O)CCC(=O)N3CCN(c4ccccc4F)CC3)cc12,2,120*,-0.7,-28,-7,10,-4,2,.,13
CC(=O)NN1C(=O)c2ccccc2NC1c1ccccn1 (centres undefined),8,6,-0.3,-2,-3,1,-3,1,-16,-4
CCc1cc2cc(C)c(C)cc2nc1SCC(=O)NNC(=O)c1ccco1,-2,3,1.3,-23,4,10,4,1,75*,-4
Nc1ccc(C(=O)OCc2nc3ccccc3[nH]2)cc1,1,10,0.5,-17,.,6,-10,-1,14,.
Cc1cccn2c(=O)c(C(=O)NCCCN3CC(C)CC(C)C3)c(O)nc12 (centres undefined),-5,0,-0.1,10,1,1,-12,0,13,0
Cn1c(=O)c(C(=O)CN2CCc3ccccc32)c(N)n(Cc2ccccc2)c1=O,8,-7,0.5,26,25,-10,-13,-1,14,.
O=C(Nc1cc(S(=O)(=O)Nc2ccc(Cl)cc2)ccc1O)c1ccc(F)cc1F,2,7,0.4,0,-1,0,14,-5,-1,-4
Cc1ccc(OCC(=O)NNC(=O)C2CSC3(C)CCC(=O)N23)cc1C (centres undefined),-11,5,-0.3,0,0,-3,-11,4,-20,-2
O=C(NCCc1ccccc1)c1cc([N+](=O)[O-])ccc1N1CCOCC1,1,-4,4.8,9,1,-2,0,-9,-3,4
CCOC(=O)C1=NN(C(=O)Nc2cccc(C(F)(F)F)c2)C2C(=O)N(c3cccc(C(F)(F)F)c3)C(=O)C12 (centres undefined),-3,12,1.8,11,-1,-4,-6,0,-14,.
c1ccc(-c2ccccc2OCc2nnc3n2CCC3)cc1,1,6,0.1,8,-1,-3,-1,1,16,0
COc1ccc(-c2noc(CCC(=O)NCCCN3CCC(Cc4ccccc4)CC3)n2)cc1,0,0,0.3,7,8,-3,-6,0,0,.
O=C(CN1CCCCC1)Nc1ccc(F)c(Cl)c1,-2,4,-0.2,13,-2,-1,0,-5,14,.
Cc1ccc(Oc2nc3ccccn3c(=O)c2/C=C(\C#N)C(=O)Nc2c(C)n(C)n(-c3ccccc3)c2=O)c(C)c1,-6,-8,0.1,2,2,0,-5,-2,8,2
CCOC(=O)c1c(C)[nH]c(N=Nc2ccccc2)c1C,-5,71,-1.2,-7,1,5,-6,0,44,.

# Among those listed so far, these have a Cl atom:
SMILES,dFosB act,MITF act,CDK5 p35 inh,HTR5A inv ag,NSD2 inh,HTR5A ag,PvdQ acylase,V-ATPase pH,SR-BI DiI inh,Wnt bcat act
CSc1ncc(Cl)c(C(=O)C(C#N)c2nc3c(C)cc(C)cc3c(=O)[nH]2)n1 (centres undefined),-12,1,0.9,-11,13,-1,6,-5,-29,0
CCOc1ccccc1NC(=O)c1cc(S(=O)(=O)N2CCN(CC)CC2)ccc1Cl,-7,10,0.7,4,1,-1,-7,4,28,-1
O=C(NCc1nnc(SCC(=O)N2CCN(c3ccccc3)CC2)o1)c1c(F)cccc1Cl,-10,.,0.6,0,.,-4,-5,4,24,-3
O=C1CSC(c2ccc(Cl)cc2)N1c1cccnc1 (centres undefined),1,-5,0.4,-8,.,-1,-15,0,-2,-1
Cc1c(CN2CCC(CO)(CCOc3ccccc3)CC2)[nH]c2ccc(Cl)cc12,7,-5,-1.1,-19,-2,8,2,3,28,4
O=C(CSc1ccc(Cl)cc1)N1CCN(c2ncc(C(F)(F)F)cc2Cl)CC1,-16,-2,0.8,-11,1,4,-7,2,5,-6
Cn1c(=O)c2c(nc(OCc3ccc4c(c3)OCO4)n2Cc2ccccc2Cl)n(C)c1=O,-8,1,1.2,-7,-2,3,-13,0,3,-1
O=C(Nc1cc(S(=O)(=O)Nc2ccc(Cl)cc2)ccc1O)c1ccc(F)cc1F,2,7,0.4,0,-1,0,14,-5,-1,-4
O=C(CN1CCCCC1)Nc1ccc(F)c(Cl)c1,-2,4,-0.2,13,-2,-1,0,-5,14,.

# Rows are unselected; any-hit rate near 5%.
